# FUS yeast rescue: suppressors of FUS proteinopathy in yeast. Potency, µM (doses to about 76.6 µM), without a hit: top-dose growth rescue (activation), hits mostly activators. 390,000 compounds, 0.24% hits. AID 1347120. S. cerevisiae FUS-expressing, growth rescue, OD600, 24 h;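 further: potency means the concentration at half of the fitted maximal effect; plate controls were DMSO vehicle for no effect and reference control for full effect; nearly all actives have a fitted effect of over 55% in size; some results filed as inactive show a strong effect at the top dose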
#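 FUS-expressing yeast, raffinose-pregrown, induced in 2% galactose minimal medium at OD 0.005; compounds in a dilution series, 24hr at 30C. Growth restoration read as absorbance at 600 nm. CP55940 positive control, DMSO negative.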
# PLK1 PBD inh: blocks phosphopeptide binding to human PLK1 polo-box domain; 360,000 compounds, 2.8% hits; Potency, µM, inactives show max response, negative = inhibition, usual class: inhibitors; AID 720504; Plk1 PBD binding of FITC phosphopeptide, fluorescence polarization; further: potency means the concentration at half of the fitted maximal effect; series mostly up to about 57 µM; on the % scale 0 is the no-effect control and ±100 the full control effect; nearly all actives have a fitted effect of over 65% in size
# WRN helicase inh: blocks human WRN helicase. 360,000 compounds, 0.46% hits. WRN helicase unwinding, fluorescent forked duplex, kinetic. Q14191. Potency, µM (titrated, usually from 114 µM), for the others: at the top dose activity change, negative = inhibition, most hits filed as inhibitors; further: potency means the concentration at half of the fitted maximal effect; on the % scale 0 is the no-effect control and ±100 the full control effect; nearly all actives have a fitted effect of over 55% in size
# Target sequence (Q14191 whole entry, looked up): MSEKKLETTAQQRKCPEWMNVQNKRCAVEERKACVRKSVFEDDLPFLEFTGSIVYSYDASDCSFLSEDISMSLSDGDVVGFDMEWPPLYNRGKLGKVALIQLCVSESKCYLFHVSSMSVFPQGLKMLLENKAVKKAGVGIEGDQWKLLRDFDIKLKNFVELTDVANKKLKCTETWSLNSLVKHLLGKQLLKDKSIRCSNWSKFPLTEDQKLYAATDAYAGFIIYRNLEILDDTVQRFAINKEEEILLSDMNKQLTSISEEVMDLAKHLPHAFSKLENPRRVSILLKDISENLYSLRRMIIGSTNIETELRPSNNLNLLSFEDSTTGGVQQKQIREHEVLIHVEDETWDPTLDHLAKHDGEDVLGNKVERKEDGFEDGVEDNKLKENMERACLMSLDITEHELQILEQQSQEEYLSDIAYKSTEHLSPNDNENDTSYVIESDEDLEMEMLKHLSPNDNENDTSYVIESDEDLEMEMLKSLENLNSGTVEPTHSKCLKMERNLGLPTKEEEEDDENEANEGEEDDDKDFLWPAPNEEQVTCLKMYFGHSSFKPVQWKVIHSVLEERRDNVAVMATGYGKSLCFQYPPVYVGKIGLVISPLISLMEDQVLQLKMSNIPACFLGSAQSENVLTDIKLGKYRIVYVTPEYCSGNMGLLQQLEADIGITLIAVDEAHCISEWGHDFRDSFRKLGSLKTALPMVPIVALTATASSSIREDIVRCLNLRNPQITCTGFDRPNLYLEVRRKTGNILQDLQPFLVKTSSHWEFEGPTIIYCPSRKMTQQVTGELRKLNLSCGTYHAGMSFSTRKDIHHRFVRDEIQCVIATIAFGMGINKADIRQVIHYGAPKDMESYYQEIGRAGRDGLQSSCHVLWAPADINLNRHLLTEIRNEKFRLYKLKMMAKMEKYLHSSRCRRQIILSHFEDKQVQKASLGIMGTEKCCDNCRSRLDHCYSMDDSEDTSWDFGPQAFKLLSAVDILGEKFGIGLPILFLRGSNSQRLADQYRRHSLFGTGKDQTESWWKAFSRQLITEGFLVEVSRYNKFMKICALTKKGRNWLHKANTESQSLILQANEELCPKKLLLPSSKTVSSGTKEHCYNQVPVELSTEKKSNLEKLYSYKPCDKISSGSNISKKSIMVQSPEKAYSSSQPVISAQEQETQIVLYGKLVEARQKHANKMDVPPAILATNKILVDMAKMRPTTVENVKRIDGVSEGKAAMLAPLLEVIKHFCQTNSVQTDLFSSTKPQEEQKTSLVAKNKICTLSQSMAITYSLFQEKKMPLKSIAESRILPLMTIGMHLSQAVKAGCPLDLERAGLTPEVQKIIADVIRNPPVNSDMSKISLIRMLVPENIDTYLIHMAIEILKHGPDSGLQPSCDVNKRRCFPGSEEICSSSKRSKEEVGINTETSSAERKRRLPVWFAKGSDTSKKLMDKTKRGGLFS
#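 WRN at 20 nM final preincubated with compound 15 min at room temperature; reaction started with 100 nM fluorophore/quencher forked duplex oligonucleotide and 2 mM ATP final. Unwinding followed kinetically by red fluorescence (ex 525, em 598 nm).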
# EPAC1 ag: EPAC1 (human) agonism; O95398; EPAC1 agonist qHTS, biochemical assay; response scale: 100% = response to 6.5 mM cAMP; Potency, µM (series often up to 154 µM), for the others: at the top dose activation, hits mostly activators; 360,000 compounds, 0.073% hits; AID 720707; further: potency means the concentration at half of the fitted maximal effect; nearly all actives have a fitted effect of over 60% in size
#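 Read-out is the fluorescence drop as BODIPY-GDP leaves Rap1B (480 nm excitation, 540 nm emission), recorded every 5 minutes over 30 minutes. Reactions held 100 nM EPAC1, 250 nM Rap1B–BODIPY-GDP and 50 uM GDP, with 6.5 mM cAMP setting full activation.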
# IL-2 act: IL-2 activation. IL-2 activation reporter assay, cell-based qHTS; stimulated with anti-CD3/CD4/CD28 beads; in transgenic mouse T cells. activation, % (series mostly up to about 46 µM). AID 652025. 360,000 compounds, 0.065% hits; in the data active means activation above about 50%; inconclusive means mostly about 30% to 49%; further: 0% is about no effect
#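 Unstimulated transgenic mouse T cells, 750 per well, received compound and, after 60 minutes, anti-CD3/anti-CD4 bead plus anti-CD28 stimulation. EGFP and DsRed were quantified after 18 hours.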
# Abeta yeast res: restores growth of yeast expressing A-beta42 peptide | yeast expressing A-beta42, growth rescue, OD600, 48 h; response scale: 0% DMSO, 100% iron-clioquinol control | Potency, µM (doses to about 46.1 µM), for inactives: at the highest dose growth rescue, hits mostly activators | 410,000 compounds, 0.063% hits; further: potency means the concentration at half of the fitted maximal effect; nearly all actives have a fitted effect of over 55% in size
#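 Yeast A-beta toxicity model in growth medium with pinned compounds, 48 h at 30 C; growth read as absorbance at 600 nm. Normalized to FeCl3/clioquinol equimolar mix (positive) and DMSO (negative).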
# aSyn rescue: rescues yeast growth from alpha-synuclein toxicity; Yeast expressing alpha-synuclein, growth rescue, BacTiter-Glo, 24 h; Potency, µM (doses to about 46.1 µM), inactives show top-dose growth rescue (activation), usual class: activators; 370,000 compounds, 0.14% hits; further: potency means the concentration at half of the fitted maximal effect; % of control where 0% means no effect; nearly all actives have a fitted effect of over 65% in size
#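 Readout is rescue of growth in alpha-synuclein-expressing yeast, so inhibitors of toxicity appear as activators. Growth after 24 hr at 30 deg C in galactose medium is quantified by luminescence.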
# PI5P4Ka inh: inhibitors of human PI5P4K alpha. AID 652105. 330,000 compounds, 1.2% hits. P48426. max response, %. PI5P4Kalpha enzyme, ADP-Glo luminescence, 60 min; hits give low values; active means max response of -50% or lower; inconclusive means between -30% and -50%; inactive means -30% or higher; further: value at the top dose of about 77 µM; on the % scale 0 is the no-effect control and ±100 the full control effect
#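 Compounds were pin-transferred onto PI5P4Kalpha and substrate in HEPES pH 7.4 buffer with EGTA, CHAPS and 5% DMSO. ATP (5 microM final) started the reaction, which ran 60 minutes at room temperature before ADP-Glo detection.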
# EPAC1 antag: blocks human EPAC1 exchange factor | O95398 | EPAC1 GEF assay, Rap1b-BODIPY-GDP exchange fluorescence | Potency, µM (highest dose often 115 µM), without a hit: at the top dose activity change, negative = inhibition, hits mostly inhibitors | 360,000 compounds, 0.14% hits;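 further: potency means the concentration at half of the fitted maximal effect; plate controls were vehicle for no effect and positive control for full effect; nearly all actives have a fitted effect of over 50% in size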
# * hit, by the source's call; ? = inconclusive; / = not tested or not shown; [ ] = another dose, or the depositor's remark. Unless noted, the call rests on the fitted dose curve; in most records, active means well fitted curve in the direction sought with a large enough effect; inconclusive means small, poorly fitted or top-dose-only effect, or another doubt; inactive means no such curve, though single readings can be large; an effect the other way counts as inactive or inconclusive.
# Screens in order – FUS yeast rescue	PLK1 PBD inh	WRN helicase inh	EPAC1 ag	IL-2 act	Abeta yeast res	aSyn rescue	PI5P4Ka inh	EPAC1 antag
CCN(CC)S(=O)(=O)c1ccc(N2CCOCC2)c(NC(=O)CC2OC(=O)c3ccccc32)c1 (stereo not drawn)
 : 11.5%	-16.5%	-4.6%	-1.5%	-0.2	-5.6%	1.5%	0.9	-4.3%
CC(=O)Oc1ccc(/C(C)=N/N2CCN(Cc3ccc(C)cc3)CC2)cc1
 : 19.7%	-8.8%	-5.6%	3.1%	-0.3	-2.3%	-7.6%	1.2	-0.3%
CCN(CC(=O)NCc1cccs1)C(=O)c1cccc(S(=O)(=O)Nc2cccc(C)c2)c1
 : 23.4%	-7.6%	-2.9%	3.4%	1.2	1.3%	0.2%	-0.8	-4.5%
CCOC(=O)C1(S(=O)(=O)c2ccccc2)CCN(Cc2ccc(Cl)cc2)CC1
 : ?	-3.1%	-3.8%	29.6%	0.4	18.7%	2.3%	/	-24.0%
COc1ccc(C2NC(=O)c3ccccc3O2)c(OC)c1OC (stereo not drawn)
 : 8.4%	-4.8%	4.4%	2.9%	-4.8	5.3%	-8.4%	/	2.6%
O=S(=O)(CCNCc1cccs1)c1ccc(Cl)cc1
 : -9.7%	1.3%	1.3%	4.5%	-3.2	-4.3%	4.1%	-2.9	18.7%
CC(C)CC(NC(=O)C1CCC(C)CC1)C(=O)Nc1ccccn1 (stereo not drawn)
 : 8.2%	-0.9%	-6.8%	10.4%	2.7	14.7%	1.8%	-0.4	-9.4%
Oc1[nH]c2ccccc2c1N=NC(=S)N1CCOCC1
 : 9.0%	?	-5.1%	1.9%	-0.7	?	?	-28.0	11.9%
Cc1cccc(-c2nc(CN3CCCC(C(=O)NC4CCC(C)CC4)C3)c(C)o2)c1 (stereo not drawn)
 : 14.2%	2.1%	2.2%	-4.0%	-3.1	-5.4%	-2.1%	11.7	19.2%
COc1cc2cc(CCOC(=O)c3ccc(C#N)cc3)oc(=O)c2cc1OC
 : -12.1%	-5.3%	-3.2%	-15.1%	0.1	-6.5%	-1.3%	-3.4	-17.9%
COc1ccc(-n2c(Cc3cccn3C)nnc2SCC(=O)Nc2nc(C)cs2)cc1
 : ?	-9.0%	-3.0%	-17.4%	1.8	-24.8%	-0.3%	3.1	-15.6%
CCOC(=O)c1[nH]c2ccccc2c1NC(=O)CC(C)(C)C
 : -20.8%	1.6%	-5.5%	1.2%	-1.9	13.1%	-0.3%	-0.6	3.5%
CN(C)CCCN(C(=O)c1ccc(S(=O)(=O)N2CCc3ccccc32)cc1)c1nc2ccc(F)cc2s1
 : 28.6%	2.5%	-4.6%	8.8%	-2.2	28.8%	4.9%	0.9	-10.5%
NC(=O)C[n+]1cccc2ccccc21
 : 8.8%	-15.7%	-3.9%	?	7.4	2.9%	-12.1%	/	25.1%
CC1CCCN(C(=O)Cn2nnc(-c3ccccc3F)n2)C1 (stereo not drawn)
 : -29.0%	6.6%	9.6%	7.9%	0.9	0.6%	-0.1%	5.4	-2.0%
CC1(C(=O)NS(=O)(=O)c2ccccc2Cl)CCN1C(=O)C1CC1 (stereo not drawn)
 : -17.6%	-9.4%	4.3%	-2.8%	-0.4	26.3%	-2.3%	-0.1	-1.5%
CC(C)CCn1c(=O)c2ccccc2n2c(CCl)nnc12
 : 13.8%	-7.0%	-11.4%	1.9%	-0.1	4.5%	-10.2%	0.1	-7.9%
O=C1Nc2ccccc2-c2nnnn2C1N1CCCCC1 (stereo not drawn)
 : 4.0%	-4.4%	-3.3%	7.3%	-0.1	-7.7%	-0.3%	1.2	1.7%
C#CCOCCOCCOCCNc1nc(N2CCN(C(=O)Cn3cc(CCCCN)nn3)CC2)nc(N2CCN(C(=O)[C@H](Cc3ccc(O)cc3)n3cc(CCO)nn3)CC2)n1
 : -0.3%	-1.7%	2.7%	-5.8%	2.4	1.5%	-0.7%	4.5	-2.2%
O=C(c1cccc(N2C(=O)C3C4C=CC(C4)C3C2=O)c1)N1CCCc2ccccc21 (stereo not drawn)
 : 6.5%	-2.1%	6.6%	3.8%	0.6	4.6%	-0.1%	-6.7	6.3%
O=C(NCc1ccco1)c1cnc2n(c1=O)CCS2
 : 43.3%	-15.1%	-0.7%	2.8%	0.4	-9.8%	0.0%	/	23.4%
CCCN(C(=O)C1CC(=O)N(c2ccccc2C(C)CC)C1)C1CCS(=O)(=O)C1 (stereo not drawn)
 : /	1.8%	2.9%	4.5%	-2.1	1.7%	4.5%	-4.3	3.4%
Cc1cccc(NC(=O)Nc2ccc(Oc3c(F)c(F)c(F)c(F)c3F)cc2)c1
 : 2.4%	-0.5%	0.0%	1.1%	-0.9	8.8%	3.3%	/	1.7%
CC(C)(C)c1ccc(-c2noc(CCC(=O)NCC3CCCO3)n2)cc1 (stereo not drawn)
 : 48.0%	-5.1%	-3.5%	5.2%	-1.8	10.2%	0.0%	/	-10.2%
COc1ccccc1C(=O)Oc1cc(N)n(S(=O)(=O)c2ccccc2)n1
 : -6.8%	?	-14.3%	2.0%	-4.0	9.9%	6.0%	-18.6	-19.9%
O=C(N=C1SC2CS(=O)(=O)CC2N1Cc1ccc(F)cc1)C1CCCO1 (stereo not drawn)
 : 24.5%	-3.3%	-3.1%	-0.1%	-3.4	1.7%	0.1%	-0.5	6.9%
O=C(Nc1ccc(NC(=S)NC(=O)c2ccccc2Cl)cc1)c1cccc(Cl)c1
 : -4.5%	-1.4%	3.5%	-10.0%	-0.8	8.2%	0.7%	2.8	-6.6%
O=C(Cc1ccc(Cl)cc1)NNc1c(F)c(F)cc(F)c1F
 : 13.0%	10.5%	5.1%	-7.1%	0.6	2.4%	-0.5%	2.1	-11.5%
CC(C)(C)Nc1c([N+](=O)[O-])c(=O)sc2ccccc12
 : 11.8%	0.0%	-8.0%	-0.9%	0.1	4.0%	10.4%	5.0	-16.8%
CC(=O)c1cccc(NC(=O)N2CCCC2C(=O)NCc2ccc3c(c2)OCO3)c1 (stereo not drawn)
 : 3.5%	-7.4%	-1.2%	10.5%	0.0	-4.1%	0.4%	8.8	2.0%
COc1ccc(-c2ccccc2)cc1NCc1ccc(OC)c(OC)c1
 : /	-7.4%	4.3%	8.6%	-0.4	-8.4%	10.1%	-2.6	-5.9%
CC(=O)Nc1cccc(NC(=O)C2CC3CCC2C3)c1 (stereo not drawn)
 : 23.4%	-11.5%	-8.7%	10.7%	-1.4	16.2%	-1.5%	/	1.6%
OC(CNC1Cc2ccccc2C1)COc1ccc(Cl)cc1 (stereo not drawn)
 : 17.3%	-1.5%	0.6%	5.3%	-3.5	2.5%	1.4%	-1.2	-8.9%
O=C(Nc1cccc(S(=O)(=O)N2CCCCC2)c1)[C@@H]1CCCN1S(=O)(=O)c1ccccc1C(F)(F)F
 : 25.1µM*	-3.4%	-5.0%	-4.7%	-0.8	-7.5%	-0.1%	-7.0	-9.0%
O=C(COc1cccc(Cl)c1)Nc1nc(-c2ccc(S(=O)(=O)N3CCOCC3)cc2)cs1
 : 35.7%	-17.9%	1.7%	-1.0%	7.4	9.3%	11.2%	-9.5	-0.4%
COn1c(SCC(N)=O)nc2ccccc2c1=O
 : 2.4%	1.4%	0.6%	0.2%	0.8	24.1%	-2.5%	-0.7	4.7%
O=C1CCCN1CCCNC(=S)Nc1ccccc1
 : 0.3%	-17.4%	1.6%	-3.6%	-0.2	-1.0%	-2.3%	8.5	-26.5%
CCn1ccnc1CN(C)Cc1nc(CCC(C)C)no1
 : -9.6%	3.3%	7.2%	6.0%	-2.0	-15.7%	-1.2%	2.6	-14.0%
Cc1nnsc1C(=O)N/N=C/c1ccc(OC(F)(F)F)cc1
 : 23.4%	-7.1%	-18.2%	5.2%	-0.6	5.2%	2.8%	-0.5	-25.0%
COc1cc2ccccc2cc1C(=O)NC(=S)Nc1ccc(C(=O)O)cc1
 : 32.4%	29.9µM*	-12.8%[11.6 µM]	1.8%	-1.7	1.0%	-1.8%	-4.7	-9.8%
COc1ccccc1C1CCN(c2cc(O)ccc2[N+](=O)[O-])CC1
 : 25.2%	-5.4%	-10.8%	-2.5%	-3.9	-93.9%[inhibitor]	-59.0%[inhibitor]	-10.3	-3.6%
O=C(C[C@@H]1C/C=C\C[C@@H](Cc2ccc(F)cc2)C(=O)OC[C@@H]2CCCN2C1=O)N[C@H](CO)Cc1ccccc1
 : 34.1%	-0.6%	-3.1%	-14.7%	-0.3	7.7%	-0.8%	-6.8	1.0%
Cc1ccc(NC(=O)c2ccc(Cl)c(S(=O)(=O)N3CCc4ccccc43)c2)nc1
 : 12.0%	-10.4%	-3.9%	3.8%	-6.4	-12.4%	-0.1%	-0.2	?
O=C1N[C@@H](Cc2ccccc2)COC(=O)[C@@H](Cc2ccc(F)cc2)CC/C=C/C[C@H]1CC(=O)N(CCO)Cc1ccccc1
 : ?	-6.5%	0.3%	2.4%	-0.7	12.6%	-1.0%	-2.6	-14.1%

# Shown with each value named: entries from further up.
> COc1cc2cc(CCOC(=O)c3ccc(C#N)cc3)oc(=O)c2cc1OC
  FUS yeast rescue = -12.1% | PLK1 PBD inh = -5.3% | WRN helicase inh = -3.2% | EPAC1 ag = -15.1% | IL-2 act = 0.1 | Abeta yeast res = -6.5% | aSyn rescue = -1.3% | PI5P4Ka inh = -3.4 | EPAC1 antag = -17.9%
> O=C(Nc1ccc(NC(=S)NC(=O)c2ccccc2Cl)cc1)c1cccc(Cl)c1
  FUS yeast rescue = -4.5% | PLK1 PBD inh = -1.4% | WRN helicase inh = 3.5% | EPAC1 ag = -10.0% | IL-2 act = -0.8 | Abeta yeast res = 8.2% | aSyn rescue = 0.7% | PI5P4Ka inh = 2.8 | EPAC1 antag = -6.6%

# High-throughput results deposited in PubChem BioAssay by National Center for Advancing Translational Sciences (NCATS).
